Pemphigus Ab inh – inhibitors of pemphigus antibody binding to human desmoglein-3; DSG3-coupled beads, scFv-anti-DSG3-GFP binding, flow cytometry; stronger effect = lower value; binding (percent of control), % at 10 µM; actives 0.48% (n = 310,000); AID 588358;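 active means binding more than 3 SD below its plate's average and above zero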;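 further: hits lower antibody fragment binding to DSG3; some compounds called inactive have numbers as strong as hits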
Cardiac RTF inh – cardiac RTF calcium desensitization. P19429+P45379. IANBD-labeled cardiac RTF, Ca2+ fluorescence. inhibition, % at 7.15 µM. actives 0.12% (n = 340,000). AID 493244;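 active means inhibition above the mean inhibition of all tested compounds plus 3 SD, cut at about 17% in these data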;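 further: assay run at fixed EC70 calcium of 1.6 mM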
V-ATPase pHluor – regulators of yeast V-ATPase proton transport; S. cerevisiae, pHLuorin cytosolic pH fluorescence; response, % at 10 µM; actives 0.37% (n = 350,000); AID 504577; in the data active means response mostly above about 7.3%, no sharp cut-off; inactive means mostly below about 5.4%; further: actives read high; inactives centre near 0; some compounds called inactive have numbers as strong as hits
Arrestin-AP2 inh – human beta-arrestin and AP2 interaction inhibition; FITC-arrestin peptide / GST-AP2 beads, flow cytometry; AP2 beta2 appendage carries R879A mutation; inhibition, % at 10 µM; actives 0.31% (n = 340,000); AID 504490;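 active means inhibition above a set limit, near 3 SD of compounds lacking own fluorescence, cut at about 54% in these data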;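 further: plate controls were DMSO wells for no effect and 5 µM unlabelled arrestin peptide for full effect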
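Material – GST-tagged AP2 beta2-adaptin appendage (R879A) on 4 µm glutathione beads · Probe or stimulus – fluorescein-tagged arrestin peptide at 50 nM final · Timing – 12 min plus 1 h, RT · Detection – bead flow cytometry, FITC channel · Read-out basis – inhibition as reduced fluorescein signal on beads, percent · Medium – PBS plus Tween 20 (0.05%) and BSA (0.1%)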
CAL PDZ FP-1 – CAL PDZ (human) peptide binding inhibition | Q9HD26 | purified CAL PDZ, TMR-peptide fluorescence polarization, 1 h | inhibition, % at 24.9 µM | actives 0.92% (n = 300,000) | AID 602252;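 active means mean inhibition of at least 30% with at least half of replicates also reaching 30%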;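 further: 0% = DMSO neutral control and 100% = excess unlabeled competitor peptide PRC23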
C-LANA FP – blocks KSHV LANA C-terminal domain binding to DNA; MBP-C-LANA/FAM-LBS DNA binding, fluorescence polarization; inhibition, % at 9 µM; actives 0.078% (n = 340,000);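 active means highest replicate inhibition at or above 60% at 9 µM, even if other replicates fall short; inactive means all replicates below 60% inhibition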;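 further: 0% = neutral control wells and 100% = 4 µM acridine orange control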
NSD2 HMT inh – NSD2 (human) methyltransferase inhibition. NSD2 peptide methylation, AlphaScreen, 120 min. inhibition, % at 12.5 µM. actives 0.54% (n = 310,000); in the data active means inhibition above about 50%
Keap1-Nrf2 PPI – Keap1-Nrf2 (human) interaction inhibition; Q14145; Keap1 Kelch-Nrf2 peptide fluorescence polarization, 1536-well; inhibition, % at 9.4 µM; actives 0.15% (n = 340,000); AID 504523; in the data active means inhibition above about 12%;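 further: human Keap1 Kelch domain with fluorescein labeled Nrf2 9mer peptide probe; 0% = neutral control wells and 100% = peptide positive control; higher means more block of Keap1 binding to Nrf2 peptide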
DAGLB inh – diacylglycerol lipase beta (human) inhibition | HEK293T DAGLB membrane lysate, EnzChek fluorogenic substrate | inhibition, % at 5.17 µM | actives 0.059% (n = 340,000) | AID 504411; in the data active means inhibition above about 34%;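 further: 0% = enzyme with vehicle and 100% = wells lacking enzyme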
Target sequence (Q8NCG7 whole entry, looked up): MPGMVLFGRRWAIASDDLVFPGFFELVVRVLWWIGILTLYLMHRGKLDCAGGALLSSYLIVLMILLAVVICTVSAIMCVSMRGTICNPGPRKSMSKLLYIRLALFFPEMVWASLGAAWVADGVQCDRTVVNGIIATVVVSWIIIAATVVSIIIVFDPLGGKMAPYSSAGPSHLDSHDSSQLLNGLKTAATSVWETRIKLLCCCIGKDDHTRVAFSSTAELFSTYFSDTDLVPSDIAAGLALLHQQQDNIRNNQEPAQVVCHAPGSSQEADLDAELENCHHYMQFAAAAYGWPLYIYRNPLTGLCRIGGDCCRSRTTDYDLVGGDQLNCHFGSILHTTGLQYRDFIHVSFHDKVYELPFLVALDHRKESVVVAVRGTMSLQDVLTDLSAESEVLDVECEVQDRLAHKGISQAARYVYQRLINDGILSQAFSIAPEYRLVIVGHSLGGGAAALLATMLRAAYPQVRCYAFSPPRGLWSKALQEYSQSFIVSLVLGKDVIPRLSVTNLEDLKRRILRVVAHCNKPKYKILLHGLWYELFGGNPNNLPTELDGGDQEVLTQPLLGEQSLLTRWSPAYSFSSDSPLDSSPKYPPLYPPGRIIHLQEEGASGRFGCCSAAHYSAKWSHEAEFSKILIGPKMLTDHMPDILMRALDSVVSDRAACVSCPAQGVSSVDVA
CAL PDZ FP-2 – inhibitors of human CAL PDZ peptide binding; actives 0.02% (n = 330,000); inhibition, % at 20 µM; purified CAL PDZ, TMR-peptide fluorescence polarization, 1 h; AID 504414;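 active means highest replicate inhibition of at least 40%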;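 further: plate controls were DMSO neutral control wells for no effect and unlabeled competitor peptide control wells for full effect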
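material = purified tagged CAL PDZ domain construct (CerCALP) | buffer or medium = sodium phosphate/NaCl buffer pH 7.4 with TCEP, IgG, Thesit | reagent = TMR-labelled reporter peptide T*-PRC34 bound in PDZ groove | incubation = 1 h room-temperature incubation prior to read | measured by = fluorescence polarization (mP) | evaluation = percent inhibition from loss of millipolarization | control set = unlabelled peptide and DMSO controls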
* = called active by the depositor; . = not tested or not shown.

SMILES	Pemphigus Ab inh	Cardiac RTF inh	V-ATPase pHluor	Arrestin-AP2 inh	CAL PDZ FP-1	C-LANA FP	NSD2 HMT inh	Keap1-Nrf2 PPI	DAGLB inh	CAL PDZ FP-2
CN(Cc1ccccc1)S(=O)(=O)CCNC(=O)c1ccc2c(c1)OCO2	106	-14	11	9	-5	-1.4	-1	5	-2	-2.5
O=C(NCC(=O)N1CCN(Cc2ccccc2)CC1)c1cccs1	102	-1	2	21	-6	0.6	-1	1	-2	-0.8
CCN(CC(=O)NCc1cccs1)C(=O)c1cc(Br)ccc1O	.	-7	0	-10	.	-0.4	1	1	0	-1.1
CS(=O)(=O)NNC(=O)c1csc(Cc2c(Cl)sc3ccc(Cl)cc23)n1	107	5	-2	11	-4	0.3	-2	-6	1	-0.8
Cc1cccc(C(=O)NCCCN2CCCC2=O)c1	100	-9	3	2	-1	0.6	-3	-3	0	-1.3
Cc1cc(NC(=O)/C(C#N)=C/c2ccc(-c3ccc(SC(F)F)cc3)o2)n(-c2ccccc2)n1	98	-10	-8	0	1	4.1	-3	-2	0	-3.5
Clc1cccc(CN2CCSCC2)c1	101	-4	4	20	-4	0.0	1	-3	-3	.
CC[C@]12c3[nH]c4cc(-c5ccco5)ccc4c3CCN1C(=O)[C@@H](CC(=O)NCCCN(C)C)C[C@@H]2C(=O)N1CCN(C(=O)C2CC2)CC1	110	-5	-1	-4	0	0.2	.	3	2	0.2
O=C(CCNC(=O)C1CCN(S(=O)(=O)c2ccccc2)CC1)NCc1ccc(Cl)c(Cl)c1	96	-2	1	2	-4	-0.3	-1	-4	2	-3.3
COc1cc2cc(C)c(Br)c(OC)c2cc1OC	.	4	-6	9	-1	-0.3	0	-2	-4	-1.0
CCC1(c2ccc(F)cc2)NC(=O)N(CC(=O)Nc2cc(C)on2)C1=O (configuration not stated)	89	1	-1	-2	0	-0.3	9	0	-1	-0.1
O=C1CCN(Cc2ccc([N+](=O)[O-])cc2)CCN1[C@H](CO)Cc1ccccc1	103	3	4	1	0	4.4	.	-4	2	-0.8
COCC(C)n1c(C)cc(C(=O)COC(=O)c2cc(=O)[nH]c3ccccc23)c1C (configuration not stated)	.	-9	-3	43	-5	-2.0	1	3	-2	-0.8
CCOc1ccc(-n2c(SCC(=O)Nc3ccc4c(c3)OCO4)nc3ccccc3c2=O)cc1	53	-4	-7	3	2	-0.8	-2	0	3	-2.6
CCOC(=O)CSc1nc2cccnc2n1C	104	11	1	-5	-1	-1.7	-2	-4	0	-0.4
O=C(c1nc2ccccn2c1CNCCOc1cccnc1)N1CCOCC1	102	-2	-1	39	2	0.7	3	1	-1	-0.6
N#Cc1nc(COc2ccccc2)oc1N1CCCCCC1	96	-7	0	2	.	-0.9	.	1	-6	-0.6
O=C(Cn1cnc2c(cnn2-c2ccccc2)c1=O)OCc1ccccc1	76	-1	0	28	-4	1.3	95*	2	-3	-1.2
COc1ccc(NC(=O)CSc2ncn(-c3ccccc3)n2)cc1Cl	127	-3	0	-5	-3	-1.4	3	-11	-2	-3.1
CCC(C)N1CC(O)=C(c2nc3ccccc3[nH]2)C1=N (configuration not stated)	102	2	-1	1	-2	1.4	4	-5	1	-0.8
COc1ccc(CCCc2nc3ccccc3[nH]2)cc1	91	2	-2	-6	.	0.0	-1	2	-2	-0.8
CCc1ccc([C@@H]2CC=C(C(=O)O)[C@H](c3ccccc3F)N2S(=O)(=O)c2ccc(C)cc2)cc1	96	-1	-1	7	1	-0.7	.	-6	6	-0.6
CC(C)(C)OC(=O)C[C@@H]1C/C=C\C[C@H](CC(=O)N(CCO)Cc2ccccc2)C(=O)N[C@@H](Cc2ccccc2)COC1=O	98	-2	-1	.	-1	0.6	.	2	2	-0.7
Cc1nc(NC(=O)c2ccncc2)sc1C(=O)N(C)C	101	-1	-5	14	0	-0.3	8	-2	1	-0.9
COc1cc(C(=O)NC(C)c2ccc(-n3ccnc3)cc2)cc(OC)c1C (configuration not stated)	111	3	-2	33	-4	-0.6	24	5	0	-0.8

Other structures:
SMILES	Pemphigus Ab inh	Cardiac RTF inh	V-ATPase pHluor	Arrestin-AP2 inh	CAL PDZ FP-1	C-LANA FP	NSD2 HMT inh	Keap1-Nrf2 PPI	DAGLB inh	CAL PDZ FP-2
O=C(Cn1c(=O)n(-c2cccc(Cl)c2)c(=O)n1CC(=O)N1CCCCC1)N1CCCCC1	.	-1	-1	3	1	0.0	-1	-1	0	-1.1
CCN(CC)C(=O)CP(=O)(c1ccccc1)c1ccccc1	.	-5	3	-4	-5	0.1	1	1	1	-0.6
O=C(OCC(=O)N1CCCCC1)c1cc2ccccc2cc1O	107	-3	4	-8	1	-1.0	0	-2	-3	-0.8
CSc1n[nH]c(=S)n1N	86	-16	6	-15	-1	-0.1	-1	-2	-4	-0.3
Cc1cccc(NC(=S)N2CCCN(c3ncccc3[N+](=O)[O-])CC2)c1	.	2	-2	29	3	-0.8	4	0	-5	1.1
NS(=O)(=O)c1ccc(NC2=CC(c3ccc([N+](=O)[O-])cc3)N(c3ccc(S(N)(=O)=O)cc3)C2=O)cc1 (configuration not stated)	84	2	-1	-1	3	0.7	2	0	2	-0.7
CCOC(=O)CC(/C(C)=N\O)c1ccccc1 (configuration not stated)	101	-3	-3	-9	.	1.1	-9	-3	0	-0.3
CCOc1cc(CNc2ccccc2)cc(Br)c1OCc1ccc(F)cc1	.	5	1	11	-4	-0.8	-6	1	-20	-1.0
COc1cc(NC(=O)N2c3ccccc3Sc3ccccc32)c(C(=O)O)cc1OC	119	-7	5	-12	-1	-6.0	16	-20	0	0.6
COc1ccccc1CNC(=O)COC(=O)Cn1cnc2c1c(=O)n(C)c(=O)n2C	103	.	-1	.	.	.	-3	.	-4	.
CC(=O)N1N=C(c2cccs2)CC1c1cccc([N+](=O)[O-])c1 (configuration not stated)	98	-7	-1	5	-3	0.5	2	1	1	-2.5
COc1ccccc1CN1CCNC(=O)C1CC(=O)NCCCN1CCCC1=O (configuration not stated)	103	-7	1	4	-5	1.9	-1	-5	0	-1.3
O=C(O)Cn1c(-c2ccccc2)nc2ccccc21	114	0	-2	25	-4	0.6	0	2	0	.
O=[N+]([O-])c1cccc(-n2cccc2/C=N/Nc2nc(N3CCCCC3)nc(N3CCCCC3)n2)c1	100	-2	0	40	1	-0.6	2	1	-5	-0.4
Oc1ccc(-c2nc3ccccc3nc2-c2ccccc2)cc1	121	-5	4	5	-4	-2.5	0	-4	2	-1.0
CCOC1=C/C(=C/c2c(N)n3nc(S(=O)(=O)CC)sc3nc2=O)C=CC1=O	94	-11	5	40	-4	-13	7	-19	2	-4.3
Cc1ccc(C(=O)N2CCN(c3cccc(C)c3C)CC2)o1	.	-2	0	23	5	1.1	4	0	-2	-1.7
CCN(CC)C(=O)Cn1cnc2sc(C(=O)N3CCN(c4ccc(OC)cc4)CC3)c(C)c2c1=O	100	2	2	49	-3	-1.6	10	1	1	0.1
COc1ccc(CN2CCNC(=O)C2CC(=O)NCCSc2nccn2C)c(OC)c1 (configuration not stated)	121	-8	-1	12	-4	1.7	-4	-7	1	-0.5
Cc1nc2ccc(NC(=O)c3ccc4ccccc4n3)cc2s1	.	-15	1	65*	-4	-0.8	.	4	-2	-1.4
Cc1nn(C(=O)/C(C#N)=C/N(C)C)c(C)c1C	112	-5	-1	38	.	-1.3	-1	2	-2	0.2
CCOc1cc(CNCCO)cc(Br)c1OCc1ccc(Cl)cc1	102	0	2	2	-4	0.0	6	-4	-2	-1.7
CCN(CC)C(=O)CSc1nc2cc3c(cc2c(=O)n1CCCC(=O)NCc1ccc(OC)cc1)OCO3	94	2	1	-34	-3	-9.5	-4	-3	-2	-0.3
O=c1[nH]c(-c2ccccc2)nc(-c2ccccc2)c1Cl	.	2	3	0	-5	2.7	1	-6	-3	-2.0
Cc1ccc(C(=O)Nc2ccncc2)cc1S(=O)(=O)N1CCCCC1	106	.	0	.	.	.	5	.	-6	.
Cc1cnc(C(=O)NCc2ccc(Cl)cc2Cl)cn1	.	-6	0	-6	3	0.2	0	-8	3	-0.2
CCCC(C)C(=O)NCc1ccncc1 (configuration not stated)	96	-10	1	14	-2	0.2	1	-6	2	1.1
O=C1Nc2ccc(S(=O)(=O)N3CCOCC3)c3cccc1c23	102	-3	0	3	.	-0.3	-1	-4	1	-0.3
CC1(C)CC(=O)C2=C(C1)N(Cc1cccnc1)C(=O)C2(NC(=O)C1CC1)C(F)(F)F (configuration not stated)	93	-7	-3	-3	-4	0.3	0	-1	-1	-0.7
C=CCSc1nc(-c2ccccc2)c(C#N)c(=O)[nH]1	104	0	-1	9	-2	-0.6	-11	2	4	-2.5

NSD2 HMT inh: what is marked active above.
SMILES,Pemphigus Ab inh,V-ATPase pHluor,Arrestin-AP2 inh,CAL PDZ FP-1,C-LANA FP,NSD2 HMT inh,Keap1-Nrf2 PPI,DAGLB inh,CAL PDZ FP-2
O=C(Cn1cnc2c(cnn2-c2ccccc2)c1=O)OCc1ccccc1,76,0,28,-4,1.3,95*,2,-3,-1.2

Reprinted at random: six compounds from above
SMILES	Pemphigus Ab inh	Cardiac RTF inh	V-ATPase pHluor	Arrestin-AP2 inh	CAL PDZ FP-1	C-LANA FP	NSD2 HMT inh	Keap1-Nrf2 PPI	DAGLB inh	CAL PDZ FP-2
COc1ccc(CN2CCNC(=O)C2CC(=O)NCCSc2nccn2C)c(OC)c1 (configuration not stated)	121	-8	-1	12	-4	1.7	-4	-7	1	-0.5
Cc1nc2ccc(NC(=O)c3ccc4ccccc4n3)cc2s1	.	-15	1	65*	-4	-0.8	.	4	-2	-1.4
O=C(O)Cn1c(-c2ccccc2)nc2ccccc21	114	0	-2	25	-4	0.6	0	2	0	.
CCN(CC)C(=O)CSc1nc2cc3c(cc2c(=O)n1CCCC(=O)NCc1ccc(OC)cc1)OCO3	94	2	1	-34	-3	-9.5	-4	-3	-2	-0.3
Cc1cccc(NC(=S)N2CCCN(c3ncccc3[N+](=O)[O-])CC2)c1	.	2	-2	29	3	-0.8	4	0	-5	1.1
Cc1ccc(C(=O)Nc2ccncc2)cc1S(=O)(=O)N1CCCCC1	106	.	0	.	.	.	5	.	-6	.

Bioassay records (PubChem BioAssay)

Not all compounds are listed. The share of hits here may be higher or lower than overall.
